# BRCA1 expr up: activators of BRCA1 expression | MCF7-BRCA1-FFLuc reporter, luminescence, 48 h; response scale: scaled: vehicle 0%, 10 µM genistein 100% | AID 624202 | 380,000 tested, 1.1% active | Potency, µM (series often up to 46.1 µM), without a hit: at the highest dose activation, actives largely listed as activators; active means well fitted activation curve with a large enough effect; inconclusive means small, poorly fitted or top-dose-only effect; inactive means no such curve, though single readings can be large or run the other way; further: nearly all actives have a fitted effect of over 80% in size; some results filed as inactive show a strong effect at the top dose
#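 MCF7-BRCA1-FFLuc, 2000 cells/well; 2 h attach, 37 °C/5% CO2; compound 48 h; luciferase substrate 15 min; luminescence end-point. Norm. to genistein 10 microM max activation and DMSO; concentration-response curves fitted.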
# uPA generation: cell surface uPA generation inhibition; cell surface uPA generation assay, qHTS; Potency, µM (highest dose often 38.3 µM), for the others: top-dose activity change, negative = inhibition, actives largely listed as inhibitors; 330,000 tested, 0.31% active; active means well fitted inhibition curve with a large enough effect; inconclusive means small, poorly fitted or top-dose-only effect; inactive means no such curve, though single readings can be large or run the other way; tested in mouse RAW 264.7 cells; further: on the % scale 0 is the no-effect control and ±100 the full control effect; nearly all actives have a fitted effect of over 55% in size
# The depositor's hits bear a star; ? = inconclusive. Potency means the concentration at half of the fitted maximal effect. The list is partial. The share of hits here may be higher or lower than overall.
BRCA1 expr up	uPA generation	canonical_smiles
-73%	-16%	CC(=NNC(=O)c1ccncc1)c1ccc(O)cc1O
-19%	5%	COc1cc(Cl)c(C)cc1NC(=O)c1ccccc1NC(=O)CN1CCN(c2ccccn2)CC1
-51%	0%	CC(=O)Nc1c(Cl)c2c(c(Cl)c1Br)-c1ccc(Cl)cc1C2
-4%	10%	COCCNc1nc(C)cc(-c2cc(C(=O)Nc3ccccc3)on2)n1
-26%	?	O=[N+]([O-])c1cc(-c2csc(NCCc3nc4cc(Cl)c(N5CCCCC5)cc4n3CCCO)n2)ccc1Cl
36%	-2%	O=C(NOCc1cscn1)Nc1ccccc1
-1%	-2%	Cc1onc(-c2ccccc2)c1C(=O)NC(C)c1ccccc1 (configuration not stated)
0%	3%	OCCNc1nc(Nc2ccc(Cl)cc2)nc(N2CCCC2)n1
3%	-5%	COC(=O)CCCNC(=O)CCc1nnc(-c2ccc(-c3ccccc3)cc2)o1
?	7%	CC(C=NNc1ccc([N+](=O)[O-])cn1)=Cc1ccccc1
-35%	0%	CC(=O)OCC=C1CCC2C3CCC4=CC(=O)CCC4(C)C3C(O)CC12C (configuration not stated)
-32%	-20%	CCOc1ccc(-c2cc(C(=O)N/N=C/c3ccc(O)cc3)c3ccccc3n2)cc1
-40%	-2%	O=C(CCCOc1ccc(Cl)cc1Cl)Nc1cc(S(=O)(=O)N2CCOCC2)ccc1N1CCOCC1
-15%	1%	CCOC(OCC)c1nc(N)[nH]c(=O)c1CCCCc1ccccc1
0%	0%	CC(=O)OCC(=O)C1(O)CCC2C3CC(C)C4=CC(=O)C=CC4(C)C3=CCC21C (configuration not stated)
12%	2%	CCOC(=O)c1c(C)[nH]c(C(=O)OCc2ccc(C)cc2)c1C
12%	-1%	CCNC(=O)NC(=O)C(C)OC(=O)c1cccnc1SC (configuration not stated)
4µM*	-2%	CCCCC(=O)Nc1ccc(C2C(=O)c3ccccc3C2=O)cc1
-3%	-1%	Cc1ccc(C2OCC(C)([N+](=O)[O-])CO2)cc1 (configuration not stated)
?	-8%	C[C@H]1CCC/C=C/[C@@H]2C[C@H](O)C[C@H]2[C@H](O)[C@H](S(=O)c2ccc(O)cc2)CC(=O)O1 (some centres not stated)
-4%	-1%	CCSc1nc2c([nH]1)c(=O)n(C)c(=S)n2C
-5%	?	COCCCN(C(=O)Cc1ccc(S(=O)(=O)N2CCOCC2)s1)c1c(N)n(Cc2ccccc2)c(=O)[nH]c1=O
4%	15%	Cc1ccc2oc(-c3cccc(NC(=O)c4ccccn4)c3)nc2c1
-6%	-5%	COc1ccc(C(=O)CSc2nc(=O)n(Cc3cccnc3)c3c2CCC3)cc1
-12%	-12%	CCOC(=O)C[C@H]1c2ccc(C(F)(F)F)cc2S(=O)(=O)N1c1cccc(OC)c1
24%	3%	O=C1C2C3C=CC(O3)C2C(=O)N1Cc1ccncc1 (configuration not stated)
1%	14%	C#CCN1C=CC(=O)[C@@H](OC(=O)Nc2ccc(OC)cc2)[C@H]1c1ccccc1Br
-65%	0%	O=CNc1cc2c(cc1Br)-c1ccccc1C2O (configuration not stated)
26%	2%	CC(=O)N(Cc1ccccc1)c1c(N)nc(N)[nH]c1=O
-31%	7%	CCOC(=O)CCC(NC(=O)c1ccc(Nc2nc3ccccc3nc2C(=O)OCC)cc1)C(=O)OCC (configuration not stated)
?	-2%	COc1ccccc1C(=O)OCCc1ccccc1
-21%	-19%	COc1ccc(C(CNC(=O)c2cc(S(=O)(=O)Nc3cccc(C)c3)ccc2C)N2CCCC2)cc1 (configuration not stated)
-39%	2%	Cc1c(C(=O)Nc2ccccc2)c2ccc(C(F)(F)F)cc2n1O
?	-11%	CC(C)CCCCCCCCCCCCC(=O)NCC(=O)NC1C(C)OC(Nc2ncnc3nc[nH]c23)C(O)C1O (configuration not stated)
29%	-2%	O=C(Nc1ccc(Cl)cc1)NN1CCCCCC1
-7%	-16%	CC(C)(C)OC(=O)N1CCC(C(=O)Nc2ccc(C(=O)NCc3ccccc3)cc2)CC1
-1%	4%	CC1CNC(=S)N(c2ccc(F)cc2)C1=O (configuration not stated)
-7%	1%	CCOC(=O)CN1C(=O)N[C@@H](c2cccc(C(F)(F)F)c2)C(C(C)=O)=C1C
-8%	-16%	CN=C1S/C(=C\c2cccc(Cl)c2Cl)C(=O)N1C
0%	3%	C=C1[C@H](C)CN(S(=O)(=O)C(C)(C)C)[C@H]1CCO
16%	5%	Oc1ccccc1CC=NC1CCCCC1
53%	-6%	CC(=O)Oc1cccc2c1C(=O)C1CC=CC(OC(C)=O)C1C2=O (configuration not stated)
-6%	-5%	S=c1[nH]c2ccccc2n1CCc1ccncc1
-18%	1%	O=C(/C=C/c1ccc(Cl)c([N+](=O)[O-])c1)NCc1cccnc1
-30%	4%	COc1ccc(N=Nc2cc(OC)c(N)cc2OC)cc1
2%	0%	COc1ccc(OC)c(/C=C(\C)C(=O)c2c(C)cc(C)[nH]c2=O)c1
51%	-1%	CCn1c(SCC(=O)Nc2ccc(NC(=O)c3ccco3)cc2)nnc1-c1cccs1
-59%	-6%	O=[N+]([O-])c1ccc(Oc2cccnc2)c([N+](=O)[O-])c1
18%	0%	Cc1ccc(C(=O)NC(=S)NCc2ccccc2)cc1Br
-1%	10%	N=C1C(=O)NC(=O)C1c1ccccc1 (configuration not stated)
-7%	-14%	CCOC(=O)C[C@H]1c2cc(F)ccc2S(=O)(=O)N1C(C)(C)C
-46%	?	CCCCC[C@@H](/C=C/C1C(=O)C=C[C@H]1C/C=C\CCCC(=O)OC)OC(C)=O (some centres not stated)
-13%	-2%	CCOC(=O)c1cn(CC)c2cc(N3CCCCC3)c(F)cc2c1=O
-5%	-4%	COc1ccc(C=NNc2nc3c([nH]2)c(=O)n(C)c(=O)n3C)cc1
3%	-8%	CC[C@H](C)[C@H]1CNC(=O)C(=O)N1CC1CCN(CCc2ccccc2)CC1
-90%	-11%	CN(C)CCNc1ccc(CO)c2oc3ccc(O)cc3c(=O)c12

# Following part
BRCA1 expr up	uPA generation	canonical_smiles
-1%	5%	S=C1NCCN1CC1CCN(CC2CCCC2)CC1
0%	-1%	COC(=O)C1N[C@@H]([C@@H](NC(=O)COc2ccccc2)C(=O)NC2CC2)SC1(C)C (some centres not stated)
9%	16%	Cc1ccc(CNC(=O)c2cc(-c3ccccc3)nn2CC2CC(c3cccnc3)=NO2)cc1 (configuration not stated)
-3%	-1%	O=C(NC1(C(=O)O)CCCC1)c1ccccc1
-19%	-3%	O=C(CCCCCCCC(=O)N1CCCCC1)N1CCCCC1
-3%	-10%	OCCOCCn1c(C(CO)Nc2nc(-c3ccccc3Br)cs2)nc2ccccc21 (configuration not stated)
-2%	-4%	O=C(NN=Cc1ccccc1O)C1CC1
-8%	-2%	O=C(Nc1ccccc1)N(CCc1ccncc1)C1CCCCC1

# Seven compounds already listed, sorted by the value under uPA generation, smallest number first:
BRCA1 expr up	uPA generation	canonical_smiles
-3%	-10%	OCCOCCn1c(C(CO)Nc2nc(-c3ccccc3Br)cs2)nc2ccccc21 (configuration not stated)
-2%	-4%	O=C(NN=Cc1ccccc1O)C1CC1
-19%	-3%	O=C(CCCCCCCC(=O)N1CCCCC1)N1CCCCC1
-8%	-2%	O=C(Nc1ccccc1)N(CCc1ccncc1)C1CCCCC1
0%	-1%	COC(=O)C1N[C@@H]([C@@H](NC(=O)COc2ccccc2)C(=O)NC2CC2)SC1(C)C (some centres not stated)
-1%	5%	S=C1NCCN1CC1CCN(CC2CCCC2)CC1
9%	16%	Cc1ccc(CNC(=O)c2cc(-c3ccccc3)nn2CC2CC(c3cccnc3)=NO2)cc1 (configuration not stated)

# Further compounds:
BRCA1 expr up	uPA generation	canonical_smiles
13%	-1%	ON=C1CCCCCCCC1
4%	-4%	COC(=O)C1CC2=C(CCCC2=O)N(c2ccccc2)C1=O (configuration not stated)
-3%	-2%	O=C1OCCN1c1ccccc1
2%	1%	CCCCCOc1ccc(/C=N/NC(=O)c2nnn(-c3nonc3N)c2CN2CCCCCC2)cc1
-18%	-8%	C=CCN1C=CC(=O)[C@@H](OC(=O)Nc2ccc(Br)cc2)[C@H]1c1ccccc1Br
-4%	4%	Cc1cc(C)nc(NC(=S)NC(=O)c2ccccc2F)n1
-10%	-5%	CSc1nc(N)nc2c1ncn2C1OC(CO)C(O)C1O (configuration not stated)
-97%	-15%	CN1CCN(C2=C(Cl)C(=O)c3ccccc3C2=O)CC1

# Individual results from the list.
# CSc1nc(N)nc2c1ncn2C1OC(CO)C(O)C1O (configuration not stated) in BRCA1 expr up has -10%
# ON=C1CCCCCCCC1 in uPA generation has -1%
# CCCCCOc1ccc(/C=N/NC(=O)c2nnn(-c3nonc3N)c2CN2CCCCCC2)cc1 in uPA generation has 1%

# Carrying on.
BRCA1 expr up	uPA generation	canonical_smiles
2%	-1%	O=C1[C@H](Cc2ccccc2)NCCCC[C@@H](c2ccco2)N1Cc1ccccc1
-55%	8%	CCOC(=O)Cn1c(C(F)(F)F)nc2nc(Cl)c(Cl)nc21
-4%	12%	CCN(C(=O)COC(=O)C1COc2ccccc2O1)c1c(N)n(Cc2ccccc2)c(=O)[nH]c1=O (configuration not stated)
?	-17%	Cc1cc(NC(=O)c2ccc(C(C)(C)C)cc2)no1
-15%	6%	C[C@]12CC[C@H](O)CC1=CCC1C2CC[C@@]2(C)C1CC[C@@H]2NC(=O)[C@@H](N)Cc1cnc[nH]1 (some centres not stated)
-43%	5%	COc1cc(/C=C/c2ccc(/C=C/c3cc(OC)c(OC)c(OC)c3)cc2)cc(OC)c1OC
-1%	2%	COc1cc([N+](=O)[O-])c2nc(C=NNC(N)=S)ccc2c1
-1%	1%	COC(=O)c1cc2ccccc2c([N+](=O)[O-])c1O
10%	14%	COC(C[C@H]1O[C@@H]1[C@H](O)[C@H](C)OCc1ccccc1)OC
32%	-4%	COC(=O)C1CCc2c(ccc3c2CCCC3)C1=O (configuration not stated)
0%	2%	Cc1ccc(C(=O)NC(C)C2CC3CCC2C3)cc1 (configuration not stated)
0%	-3%	COCCn1c(N)c(N(Cc2ccccc2)C(=O)c2ccc(N3CCCC3=O)cc2)c(=O)[nH]c1=O
-41%	-1%	Nc1c(Br)cc2c(c1Br)C(O)c1ccccc1-2 (configuration not stated)
2%	0%	Clc1ccc(CNc2ncnc3[nH]ncc23)c(Cl)c1
-6%	19%	CCOC(=O)C1=C(CCc2ccccc2)NC(=O)NC1c1ccc(C#N)cc1 (configuration not stated)
13%	4%	CC(C)Oc1ccc2ccccc2c1CNC[C@H]1O[C@@H](n2cnc(C(N)=O)n2)[C@H](O)[C@@H]1O
-74%	-11%	CC(=O)OC1(C(C)=O)CCC2C3CC(C(F)(F)F)C4=CC(=O)CCC4(C)C3CCC21C (configuration not stated)
-2%	17%	COC(=O)[C@@H](NCc1ccc(B(O)O)cc1)C(C)C
-6%	1%	O=C(NNc1nc(N2CCOCC2)nc(N2CCOCC2)n1)c1ccccc1
67%	1%	O=C(CC1C=CCC1)Nc1ccccc1 (configuration not stated)
1%	14%	COC(=O)[C@H](CO)N1C(=O)[C@@H]2[C@H](C1=O)C1C=C[C@H]2C1
7%	0%	COc1ccc(C2/C(=C(/O)c3cnn(-c4ccccc4)c3C)C(=O)C(=O)N2CCN(C)C)cc1OC (configuration not stated)
-91%	-8%	NC1=C(Cl)C(=O)c2ccc(S(N)(=O)=O)cc2C1=O
-62%	-3%	Cn1c(=N)n(CC(=O)c2ccc(Br)cc2)c2ccccc21

# Rewritten with each value named: part of the list above
Cc1onc(-c2ccccc2)c1C(=O)NC(C)c1ccccc1 (configuration not stated)
  BRCA1 expr up: -1%
  uPA generation: -2%
COc1ccc(OC)c(/C=C(\C)C(=O)c2c(C)cc(C)[nH]c2=O)c1
  BRCA1 expr up: 2%
  uPA generation: 0%
CCOC(=O)CN1C(=O)N[C@@H](c2cccc(C(F)(F)F)c2)C(C(C)=O)=C1C
  BRCA1 expr up: -7%
  uPA generation: 1%

# Next part:
BRCA1 expr up	uPA generation	canonical_smiles
-34%	-3%	CCOC(=O)C1(C(=O)OCC)C(C(=O)c2ccccc2)C1c1ccccc1 (configuration not stated)
1%	2%	O=C1CCCCC1(c1ccccc1)c1ccccc1
4%	23%	C=C1CC[C@@H]2[C@](C)(CCC[C@@]2(C)/C=C/[C@@H](O)C(C)(C)O)[C@H]1CC(=O)NCCS(=O)(=O)O
-51%	-10%	Cc1cc(-c2nc3ccccc3s2)ccc1N
8%	-2%	Cc1cccc(-n2c(C)nc3ccsc3c2=O)c1
-14%	-10%	CCN(CC)c1ccc(S(=O)(=O)N2CCOCC2)cc1NC(=O)COC(=O)/C=C/c1ccc(O)c(OC)c1
-16%	-3%	CC1(c2nnc(-c3cccc(Cl)c3)o2)CC(c2ccc(C#N)cc2)=NO1 (configuration not stated)
-6%	16%	CCN1C(=O)NC(c2ccccc2)(c2ccccc2)C1=O
-5%	2%	CC(=O)N1CCC(N(CCN2CCOCC2)C(=O)Nc2ccc(Cl)c(Cl)c2)CC1
0%	2%	COc1cc(NCCCn2ccc(NC(=O)OCc3ccccc3)nc2=O)cc(OC)c1OC
11%	1%	O=C(NN1CCOCC1)c1cccc(Br)c1
-3%	8%	O=C(Nc1cccc(C(=O)N2CCCC2)c1)C1CCCC1
4%	-3%	COc1ccccc1C(=O)Nc1ccc(S(=O)(=O)N2CCN(C)CC2)cc1
-2%	7%	O=C1CCCCC1Nc1ccc(Cl)cc1 (configuration not stated)
0%	4%	O=C(N/N=C/c1ccoc1)c1cccc(OC(F)(F)C(F)F)c1
-6%	-1%	O=C(COC(=O)c1ccc(Br)o1)NCc1ccco1

# Screening data from PubChem.
